Screening results: PubChem BioAssay, National Center for Advancing Translational Sciences (NCATS)
BRCA1 expr act: BRCA1 expression activation. Potency, µM (top dose mostly 46.1 µM), without a hit: at the top dose activation, hits mostly activators. MCF7-BRCA1-FFLuc reporter, luminescence, 48 h; response scale: scaled: vehicle 0%, 10 µM genistein 100%. hit rate 1.1% among 380,000. AID 624202; also: potency is read from the fitted curve at half-maximal effect; nearly all actives have a fitted effect of over 80% in size; some results filed as inactive show a strong effect at the top dose
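Reporter cells (MCF7, BRCA1 promoter-firefly luciferase) received library compounds across a concentration series for 48 h. End-point luminescence was measured and concentration-effect curves derived after normalization.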
USP2a block: blocks human ubiquitin-specific protease USP2a | USP2 core, Ub-CHOP2 coupled fluorogenic reporter, 485/531 | Potency, µM (titrated, usually from 38.3 µM), for inactives: top-dose activity change, negative = inhibition, hits mostly inhibitors | hit rate 0.01% among 330,000 | AID 463254;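 also: potency is read from the fitted curve at half-maximal effect; plate controls were DMSO wells for no effect and full inhibition by NEM control for full effect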
Target sequence (O75604 whole entry, looked up): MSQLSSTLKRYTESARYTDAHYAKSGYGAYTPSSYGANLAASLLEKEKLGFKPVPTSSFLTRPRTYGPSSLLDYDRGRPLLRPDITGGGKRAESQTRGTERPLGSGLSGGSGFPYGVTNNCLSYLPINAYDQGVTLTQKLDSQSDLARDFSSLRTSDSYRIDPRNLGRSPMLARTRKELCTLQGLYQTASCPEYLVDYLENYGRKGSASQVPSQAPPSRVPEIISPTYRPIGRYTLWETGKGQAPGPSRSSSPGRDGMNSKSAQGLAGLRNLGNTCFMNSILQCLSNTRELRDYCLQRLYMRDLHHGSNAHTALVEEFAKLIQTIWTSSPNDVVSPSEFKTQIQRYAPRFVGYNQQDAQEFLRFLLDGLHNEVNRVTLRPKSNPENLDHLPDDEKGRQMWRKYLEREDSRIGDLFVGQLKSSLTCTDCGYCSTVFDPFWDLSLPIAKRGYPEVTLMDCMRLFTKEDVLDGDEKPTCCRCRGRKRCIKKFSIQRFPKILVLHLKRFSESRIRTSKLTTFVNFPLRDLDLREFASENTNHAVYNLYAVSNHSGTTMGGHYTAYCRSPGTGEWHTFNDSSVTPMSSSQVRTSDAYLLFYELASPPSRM
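USP2 core (10nM final) preincubated 30min RT with compound in 20mM Tris-HCl pH 8.0, 2mM CaCl2, 2mM beta-mercaptoethanol, 0.05% CHAPS; 25nM Ub-CHOP2 plus 25nM reporter substrate added, fluorescence (Ex485/Em531) read after 60min.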
Eya2 inh: inhibitors of human Eya2 phosphatase activity; hit rate 0.006% among 330,000; recombinant Eya2, OMFP fluorescence dephosphorylation (OMFP is methylfluorescein phosphate); O00167; AID 488837; Potency, µM (highest dose often 76.9 µM), inactives show top-dose activity, negative = inhibition, actives largely listed as inhibitors; also: potency is read from the fitted curve at half-maximal effect; % is scaled to controls: 0 for no effect and ±100 for the full control effect
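Eya2 (0.2 uM) preincubated 10 min at ambient with compound, then OMFP substrate added at 50 uM; 10 min reaction in 50 mM HEPES pH 7.5, 50 mM NaCl, 5 uM MgCl2, 0.05% BSA, 1 mM DTT. Fluorescence read at Ex 485/Em 525 nm.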
B2AR arrestin: beta2AR (human) beta-arrestin recruitment activity; P07550; beta-arrestin recruitment to beta2AR, cell-based reporter; Potency, µM (titrated, usually from 46.1 µM), without a hit: at the highest dose activation, usual class: activators; hit rate 0.02% among 330,000; AID 492947;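 also: potency is read from the fitted curve at half-maximal effect; 0% = DMSO controls and full agonism = EC100 isoproterenol or metaproterenol; nearly all actives have a fitted effect of over 65% in size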
Target sequence (P07550 whole entry, looked up): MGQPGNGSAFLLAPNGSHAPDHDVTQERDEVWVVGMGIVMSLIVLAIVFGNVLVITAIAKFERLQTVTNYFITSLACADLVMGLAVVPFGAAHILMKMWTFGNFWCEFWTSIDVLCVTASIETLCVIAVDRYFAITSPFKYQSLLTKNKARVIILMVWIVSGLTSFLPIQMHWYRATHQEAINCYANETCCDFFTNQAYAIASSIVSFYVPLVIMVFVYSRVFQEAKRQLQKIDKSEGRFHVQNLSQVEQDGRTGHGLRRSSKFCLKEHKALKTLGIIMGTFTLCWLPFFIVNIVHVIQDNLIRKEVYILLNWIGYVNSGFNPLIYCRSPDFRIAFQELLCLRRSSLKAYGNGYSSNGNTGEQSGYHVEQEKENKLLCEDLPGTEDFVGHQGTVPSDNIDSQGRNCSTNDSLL
PTAP TSG101 blk: blocks PTAP/TSG101 interaction to inhibit HIV-1 budding. Q99816. Fluorescence polarization, FITC-PTAP peptide / Tsg101 binding. Potency, µM (doses to about 115 µM), without a hit: at the highest dose activity change, negative = inhibition, most hits filed as inhibitors. 340,000 tested, under 10 active. AID 493005; active = well fitted inhibition curve with a large enough effect in the main read-out, with a control signal flat, not every such curve was filed as active; inconclusive = small, poorly fitted or top-dose-only effect, or effect the other way, or a change in a side signal; inactive = no such curve, though single readings can be large or run the other way; also: potency is read from the fitted curve at half-maximal effect; % of control where 0% means no effect
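Fluorescence anisotropy tracks displacement of a FITC-tagged PTAP peptide (50 nM) from the Tsg101 binding domain (10 uM), following a 20 min room-temperature incubation at pH 7.5.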
uPA surface inh: cell surface uPA generation inhibition. cell surface uPA generation assay, qHTS. Potency, µM (top dose mostly 38.3 µM), for inactives: top-dose activity change, negative = inhibition, hits mostly inhibitors. hit rate 0.31% among 330,000. AID 540303; active = well fitted inhibition curve with a large enough effect; inconclusive = small, poorly fitted or top-dose-only effect; inactive = no such curve, though single readings can be large or run the other way; tested in mouse RAW 264.7 cells; also: potency is read from the fitted curve at half-maximal effect; % is scaled to controls: 0 for no effect and ±100 for the full control effect; nearly all actives have a fitted effect of over 55% in size
Integrin act MD: activates integrin-mediated alleviation for muscular dystrophy; alpha7betagal myoblasts, beta-gal FDG fluorescence, 48 h; Potency, µM (titrated, usually from 38.3 µM), without a hit: at the top dose activation, actives largely listed as activators; hit rate 0.064% among 350,000; AID 624291;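 also: potency is read from the fitted curve at half-maximal effect; 100% = response of the positive control SU9516; nearly all actives have a fitted effect of over 60% in size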
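alpha7betagal+/- myoblasts (passage 13, 250/well) treated 48 h at 37C with compounds at 1:260 dilution of DMSO stock. Lysed, then beta-galactosidase activity read as FDG fluorescence (ex 480/em 540) after 30 min, with pre-read for autofluorescence.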
ASM inhibitor: human S-ASM enzyme inhibition | P17405 | placental ASM, HMU-PC fluorogenic substrate, 60 min | Potency, µM (series often up to 57.5 µM), for inactives: top-dose activity change, negative = inhibition, hits mostly inhibitors | hit rate 0.006% among 340,000 | AID 504937; also: potency is read from the fitted curve at half-maximal effect
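Steps: dispense placental human ASM, pin compound, wait 10 min at room temperature, add HMU-PC0 substrate at 9 uM final, incubate 60 min at 37 °C, add stop solution raising pH to 10, read fluorescence.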
p53 reactivator: re-activators of mutant p53. H1299 p53-A138V BP100-luciferase reporter, luminescence, 24 h. Potency, µM (titrated, usually from 92.2 µM), inactives show at the highest dose activity change, positive = activation, most hits filed as activators. hit rate 0.063% among 320,000. AID 504706; also: potency is read from the fitted curve at half-maximal effect; % of control where 0% means no effect; nearly all actives have a fitted effect of over 45% in size
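H1299 (p53-null), stable ts p53-A138V + BP100-Luc; 1000 cells/well, Opti-MEM/10% FBS; cpd 4 pt, 1:5; 24 h, 37 deg C, 5% CO2; detection reagent 10 min RT; luminescence.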
ELG1 genotoxic: genotoxicity induction in ELG1-luciferase HEK293T cells | HEK293T ELG1-luciferase reporter, luminescence, 16 h | Potency, µM (titrated, usually from 46 µM), without a hit: at the highest dose activity change, positive = activation, most hits filed as activators | hit rate 1.3% among 330,000 | AID 504466; also: potency is read from the fitted curve at half-maximal effect; % of control where 0% means no effect; nearly all actives have a fitted effect of over 60% in size
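HEK293T cells expressing luciferase-tagged ELG1 were exposed to compound or DMSO vehicle for 16 hr at 37 °C and 5% CO2. Luciferase activity was then measured with ONE-Glo after 30 min at room temperature.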
TRPV1 ag: activates the human vanilloid receptor TRPV1 | TRPV1-expressing cells, Fluo-8 calcium influx, agonist mode | activation, % at 8.33 µM | hit rate 0.19% among 320,000 | AID 540275; in the data active = activation above about 80%; inconclusive = between about 30% and that limit; also: 0% is about no effect
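Cells expressing TRPV1 were dye-loaded with Fluo-8 and read kinetically: 10 s baseline, 3 min after compound (agonist portion), then 2 min after EC20 capsaicin (allosteric enhancer portion). Calcium-bound dye fluorescence at 480/520 nm.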
* marks the source's active call; other numbers are inactive results; u = inconclusive; x = not tested or not shown; [ ] = dose if it differs, or a comment. Unless noted, calls follow the shape of the dose curve; as a rule, active = well fitted curve in the direction sought with a large enough effect; inconclusive = small, poorly fitted or top-dose-only effect, or another doubt; inactive = no such curve, though single readings can be large; an effect the other way counts as inactive or inconclusive.

Compound,BRCA1 expr act,USP2a block,Eya2 inh,B2AR arrestin,PTAP TSG101 blk,uPA surface inh,Integrin act MD,ASM inhibitor,p53 reactivator,ELG1 genotoxic,TRPV1 ag
O=C(COc1coc(CN2CCN(c3ccc(F)cc3)CC2)cc1=O)NCC1CCCO1 (configuration not stated),9%,1%,-35%,0.0%,0%,-6%,-25%,0%,-1%,0%,0
COc1cc(/C=N/NC(=Nc2ccc(C)cc2)c2nc3ccccc3s2)ccc1O,-7%,-5%,8%,-0.9%,-10%,x,-37%[inhibitor],-15%,23%,2.6µM*,2
COc1cc2c(cc1OC)CN(C(=O)c1cc(S(=O)(=O)N3CCOCC3)ccc1Cl)CC2,8%,4%,-1%,-0.1%,-4%,2%,-11%,3%,-4%,-1%,4
O=C(O)c1cccc(NC(=O)c2ccc3c(c2)C(=O)N(Cc2ccco2)C3=O)c1,33%,3%,13%,-0.2%,-1%,0%,4%,-1%,0%,1%,-4
CCOC(CC(=O)NNC(=O)c1c(-c2ccccc2Cl)noc1C)OCC,17%,2%,1%,-0.3%,-7%,6%,-7%,-3%,-4%,-3%,0
CCCCc1nc2ccccc2c(NC(=O)CNC(C)(C)C)c1CCC,-20%,x,x,x,-3%,4%,-38%,0%,x,x,-1
O=C(N/N=C/c1ccccc1O)C(=O)N1CCCCCC1,0%,3%,-6%,0.4%,-6%,-10%,-39%,-2%,-2%,u,7
Cc1cc(N/C(=N/S(=O)(=O)c2ccc(F)cc2)c2ccccc2)n(-c2ccccc2)n1,-9%,-2%,-7%,-0.3%,-1%,0%,u,-8%,-6%,-5%,14
CCN1CCN(C(=O)c2ccc(CS(=O)(=O)Cc3ccccc3C)o2)CC1,4%,0%,4%,-0.1%,-4%,-14%,u,5%,6%,-2%[9.26 µM],3
Nn1c(=S)[nH]c2sc3c(c2c1=O)CCCC3,-1%,x,x,x,-2%,3%,35%,-1%,x,x,x
CCCC(CCC)C(=O)Nc1ccc2c(c1)N(C(=O)CN1CCN(C)CC1)c1ccccc1CC2,-20%,1%,-17%,-0.4%,0%,3%,-51%[inhibitor],0%,1%,-1%,2
CC(=O)c1c(C)nc(-c2ccccc2)nc1NC(=O)C(C)C,-20%,1%,-12%,0.2%,-4%,6%,2%,-1%,-1%,1%,-1
CCOC(=O)c1nnn(-c2nc(N3CCCC3)nc(N3CCCC3)n2)c1-c1ccccc1,6%,-1%,-21%,0.2%,1%,-2%,-13%,-5%,2%,-11%,0
COc1cc(C)c(C(C)C)cc1S(=O)(=O)NC1CC(C)(C)NC(C)(C)C1,-23%,0%,u,0.4%,0%,-6%,-60%[inhibitor],4%,x,-2%,-1
C=CCn1c(-c2ccncc2)n[nH]c1=S,0%,0%,0%,0.3%,-1%,1%,-18%,0%,5%,-1%,0
Cc1nnsc1SC(C)C(=O)O (configuration not stated),3%,1%,2%,-0.3%,0%,5%,5%,-2%,5%,-2%,1
CC1(C)NC(=O)N(CC(=O)OCC(=O)Nc2cc(S(=O)(=O)N3CCCCCC3)ccc2Cl)C1=O,-18%,0%,3%,-0.4%,0%,-3%,-13%,0%,0%,1%,0
O=C1CC(N2CCN(c3ccccc3)CC2)C(=O)N1c1ccc(Cl)cc1 (configuration not stated),-2%,0%,-3%,-0.9%,1%,5%,-19%,-7%,5%,6%,2
Cc1cc(C)c2[nH]c(=O)c(C(c3nnnn3C(C)(C)C)N3CCN(C(=O)c4ccco4)CC3)cc2c1 (configuration not stated),0%,3%,14%,-0.4%,-9%,-6%,0%,-2%,-10%,1%,-3
Cc1cc(C)cc(OCCN2CCOCC2)c1,15%,0%,-7%,-0.7%,-4%,-18%,-21%,4%,x,0%,3
O=C(O)c1cc(-c2c[nH]c3ccccc23)nc2cc3ccccc3cc12,x,1%,-7%,-1.0%,x,x,x,x,19%,17%,0
CCCc1nc2n[nH]c(N)c2c2c1CCC2,22%,1%,-8%,0.1%,-5%,-7%,-23%,-1%,-2%,11%,-4
CCCOc1ccc(S(=O)(=O)N2CCOCC2)cc1[N+](=O)[O-],-1%,2%,-2%,-0.1%,3%,5%,44%,-1%,1%,24%,-3
CS(=O)(=O)N(Cc1ccc(C(=O)NN=C2CCCCCC2)cc1)c1ccccc1,-15%,0%,-1%,-0.4%,-4%,-4%,8%,-26%,4%,-1%,-2
O=C(NNC(=O)c1ccc(Cl)cc1Cl)c1ccncc1,35%,6%,0%,-0.5%,-2%,-3%,14%,1%,x,7%,-1
COc1ccc(CN2CCC(n3nccc3NC(=O)C3CC3)CC2)cc1O,-10%,1%,-5%,-0.4%,x,2%,-18%,2%,25%,6%,-3
CCOCC(=O)Nc1nc2ccc(C)cc2s1,u,0%,6%,-2.5%,4%,-8%,-12%,4%,u,u,26
CCOc1cc(S(=O)(=O)NCc2ccccc2)ccc1F,-25%,1%,-20%,-0.2%,-2%,6%,u,-1%,8%,0%,2
COCc1cc(C)nc(N2CCCCC2)c1C#N,-7%,-1%,8%,-0.4%,-2%,-3%,-21%,55%[activator],5%,1%,1
CCOC(=O)C1Sc2ccccc2NC1=O (configuration not stated),1%,3%,10%,0.3%,-1%,0%,13%,2%,7%,4%,-3
Cc1cc(C)c(OCC(=O)OCCNC(=O)c2cccnc2)c(C)c1,-28%,2%,-2%,-0.1%,-2%,1%,15%,4%,-11%,5%,7
NC1=NC(=O)C2(COC(c3ccncc3)OC2)S1 (configuration not stated),3%,2%,15%,0.1%,-5%,5%,0%,6%,-8%,0%,1
O=C(Nc1nccs1)c1cn2ccccc2n1,-23%,0%,-6%,-0.6%,-13%,u,-13%,5%,-9%,u,-2
Cc1ccc(NC(=O)CN2C(=O)S/C(=C\c3ccc(-c4cccc(C(=O)O)c4C)o3)C2=O)cc1,x,3%,-7%,-0.5%,x,x,x,x,15%,2%,6
C/C(Cc1ccccc1)=N\NC(=O)C1CCCCC1,0%,2%,4%,-0.3%,-4%,0%,-2%,5%,-4%,-4%,1
COc1cc(CC(=O)N(C)CC(=O)Nc2cc(C)ccc2C)cc(OC)c1OC,0%,0%,5%,-0.2%,-4%,16%,22%,3%,0%,0%,-2
COc1cc(C(=O)Nc2cc(C(F)(F)F)ccc2-n2cncn2)cc(OC)c1OC,-6%,-1%,-18%,0.0%,-1%,-2%,43%,-1%,-2%,2%,-7
CC(c1ccccc1)C1CC(=O)N(CC(=O)O)C1=O (configuration not stated),11%,1%,6%,-0.3%,-3%,11%,4%,3%,-10%,-7%,1
CN(CCOc1cccc(C(F)(F)F)c1)Cc1ccccc1,-3%,1%,-5%,-1.2%,-4%,5%,-14%,0%,-10%,-1%,16
CC(C)Cc1nnc(NC(=O)CCC(=O)Nc2ccccc2)s1,14%,1%,4%,0.2%,0%,-6%,13%,0%,3%,-4%,-6
COc1cc(C2C(C#N)=C(N)N(N(C)C)C3=C2C(=O)CCC3)ccc1O (configuration not stated),-22%,0%,16%,0.5%,2%,4%,9%,-1%,3%,-1%,11
CCC(Sc1ccc2nnc(CCNS(=O)(=O)c3ccc(OC)cc3)n2n1)C(=O)OC (configuration not stated),-6%,1%,-4%,-0.1%,-9%,-4%,0%,-1%,0%,2%,2
CCOC(=O)Cn1cc([N+](=O)[O-])c(OC)n1,-13%,3%,u,0.1%,-2%,1%,-3%,2%,2%,-1%,-1
c1ccc(CNc2ccc(N3CCOCC3)cc2)cc1,u,0%,-12%,0.0%,0%,u,x,2%,14%,u,x
CCOC(=O)CNC(=O)C(CC(N)=O)NC(=O)OC(C)(C)C (configuration not stated),-3%,1%,14%,-0.8%,-3%,-6%,0%,3%,2%,-3%,1
